From PubChem
USP1-UAF1 inh: Inhibitors of USP1/UAF1: Primary Screen; Ubiquitin carboxyl-terminal hydrolase 1 (Homo sapiens), O94782; recombinant USP1/UAF1, Ub-Rhodamine cleavage fluorescence; Potency, µM (titrated, usually from 57.1 µM), without a hit: at the top dose activity change, negative = inhibition, actives largely listed as inhibitors; 390,000 compounds, 0.23% hits; AID 743255, 2014; also: potency is read from the fitted curve at half-maximal effect; % is scaled to controls: 0 for no effect and ±100 for the full control effect; nearly all actives have a fitted effect of over 60% in size; inactives centre near -12
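USP1/UAF1 complex (1 nM) preincubated 15 min at room temperature with compound, then Ub-Rho substrate (150 nM final) added. Kinetic fluorescence at 480/540 nm over 6 reads at 60 s intervals; 50 mM HEPES pH 7.8, 0.5 mM EDTA, 0.1 mg/ml BSA, 1 mM TCEP, 0.01% Tween-20.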
TrxR1 substrate: qHTS Assay for Substrates of Mammalian Selenoprotein Thioredoxin Reductase 1 (TrxR1): qHTS; Thioredoxin reductase 1, cytoplasmic (Rattus norvegicus), O89049; purified TrxR1 substrate turnover, NADPH consumption readout; Potency, µM (titrated, usually from 114 µM), without a hit: at the top dose activity change, negative = substrate turnover; 390,000 compounds, 0.01% hits; AID 588456, 2011; also: potency is read from the fitted curve at half-maximal effect; % is scaled to controls: 0 for no effect and ±100 for the full control effect; nearly all actives have a fitted effect of over 50% in size
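Rat TrxR1, dispensed at 90 nM, was prereduced with 400 uM NADPH (final) for 5 min at ~22 deg C, then incubated with compound 15 min before 400 uM selenite. A first-read NADPH fluorescence drop versus no-compound background flagged substrates.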
mIDH1 inhibitor: qHTS for Inhibitors of mutant isocitrate dehydrogenase 1 (IDH1): qHTS | 390,000 compounds, 0.093% hits | Isocitrate dehydrogenase [NADP] cytoplasmic (Homo sapiens), O75874 | IDH1-R132H enzyme, NADPH consumption, diaphorase/resazurin fluorescence | Potency, µM (highest dose often 76.6 µM), without a hit: at the top dose activity change, negative = inhibition, actives largely listed as inhibitors; also: potency is read from the fitted curve at half-maximal effect; % is scaled to controls: 0 for no effect and ±100 for the full control effect; nearly all actives have a fitted effect of over 65% in size
Target sequence (O75874 whole entry R132H, stated change not applied): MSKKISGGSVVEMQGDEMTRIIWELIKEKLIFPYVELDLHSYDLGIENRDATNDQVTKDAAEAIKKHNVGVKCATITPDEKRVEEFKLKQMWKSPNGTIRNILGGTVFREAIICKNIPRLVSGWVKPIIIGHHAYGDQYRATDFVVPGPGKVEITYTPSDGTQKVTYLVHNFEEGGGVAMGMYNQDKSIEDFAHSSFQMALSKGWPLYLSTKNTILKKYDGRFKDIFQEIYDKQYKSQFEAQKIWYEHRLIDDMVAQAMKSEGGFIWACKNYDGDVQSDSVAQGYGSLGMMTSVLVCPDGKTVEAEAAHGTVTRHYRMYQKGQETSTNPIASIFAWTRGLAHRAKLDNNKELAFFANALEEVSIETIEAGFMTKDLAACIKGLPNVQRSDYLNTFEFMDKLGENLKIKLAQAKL
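IDH1-R132H (0.5 ug/mL dispensed) in pH 7.5 Tris buffer was preincubated 30 min with compound, then given a substrate mix of 0.016 mM NADPH and 2 mM alpha-KG for 80 min at room temperature; remaining NADPH was read by diaphorase/resazurin fluorescence.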
PGK inhibitor: qHTS Assay to Find Inhibitors of Phosphoglycerate Kinase | PGK/GAPDH coupled, Kinase-Glo luminescence, 60 min | Potency, µM (highest dose often 57.5 µM), without a hit: at the top dose activity change, negative = inhibition, most hits filed as inhibitors | AID 602233, 2012 | 380,000 compounds, 0.043% hits; also: potency is read from the fitted curve at half-maximal effect; % is scaled to controls: 0 for no effect and ±100 for the full control effect; nearly all actives have a fitted effect of over 60% in size
Target sequence (P07378 whole entry, looked up): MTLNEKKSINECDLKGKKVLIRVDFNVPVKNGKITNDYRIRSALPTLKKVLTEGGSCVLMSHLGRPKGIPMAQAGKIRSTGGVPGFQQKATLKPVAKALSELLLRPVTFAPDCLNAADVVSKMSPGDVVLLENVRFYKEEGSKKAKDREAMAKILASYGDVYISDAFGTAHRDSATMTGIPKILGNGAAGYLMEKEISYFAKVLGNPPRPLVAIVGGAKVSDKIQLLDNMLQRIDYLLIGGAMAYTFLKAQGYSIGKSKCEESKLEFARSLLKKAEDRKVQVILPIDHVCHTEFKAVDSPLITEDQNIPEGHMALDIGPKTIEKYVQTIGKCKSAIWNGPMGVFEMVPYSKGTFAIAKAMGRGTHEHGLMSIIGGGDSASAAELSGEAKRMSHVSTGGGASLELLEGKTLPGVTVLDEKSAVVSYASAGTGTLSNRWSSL
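Luminescent ATP detection (Kinase-Glo Plus) follows a 60-minute room-temperature incubation, with wells lacking PGK as controls. Buffer: 100 mM TEA (pH 7.6), 5 mM MgCl2, 0.01% Tween-20. Coupling enzyme GAPDH (100 nM final) supplies unstable 1,3-BPG in-well.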
GLS inhibitor: qHTS for Inhibitors of Glutaminase (GLS). 410,000 compounds, 0.21% hits. Potency, µM (series often up to 45.5 µM), inactives show at the highest dose activity change, negative = inhibition, hits mostly inhibitors. Glutaminase kidney isoform, mitochondrial (Homo sapiens), O94925. GLS enzymatic activity, qHTS titration; also: potency is read from the fitted curve at half-maximal effect; % is scaled to controls: 0 for no effect and ±100 for the full control effect
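Two-point fluorescence kinetic (t0, 30 min RT) for hKGA; glutamate detected via glutamate oxidase–HRP–Amplex Red. Substrate: 1 mM L-glutamine solution; buffer 45 mM KH2PO4, pH 8.2.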
PI4K2A inh: qHTS for small molecular inhibitors of PI4K2A; 420,000 compounds, 0.13% hits; purified PI4K2A, ADP-Glo luminescence, 1 h; hits give low values; activity change, negative = inhibition, % at 76.9 µM; AID 1346378, 2018; in the data active = activity change below about -50%; inconclusive = mostly about -30% to -49%;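 also: -100% = wells without enzyme as full effect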
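ADP-Glo luminescence measured ADP generated by PI4K2A enzyme (4 ug/mL before mixing) with 1.2 mM PI substrate (pre-mix) and 300 microM ATP (pre-mix). Tris pH7.5 buffer with MgCl2, Triton X-100; 1 h reaction at ambient temperature.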
Pin1 inhibitor: qHTS Assay to Find Inhibitors of Pin1; AID 504891, 2011; Potency, µM (series often up to 115 µM), inactives show at the highest dose activity, negative = inhibition, usual class: inhibitors; 390,000 compounds, 0.009% hits; Peptidyl-prolyl cis-trans isomerase NIMA-interacting 1 (Homo sapiens), Q13526; Pin1 FP peptide displacement, HiFluor488, 10 min; active = well fitted inhibition curve with a large enough effect in the polarisation, with a control signal flat, not every such curve was filed as active; inconclusive = small, poorly fitted or top-dose-only effect, or effect the other way, or a change in a side signal; inactive = no such curve, though single readings can be large or run the other way; the % refers to the polarisation; also: potency is read from the fitted curve at half-maximal effect; % is scaled to controls: 0 for no effect and ±100 for the full control effect
HP1b chromo inh: HTS for Inhibitors of HP1-beta Chromodomain Interactions with Methylated Histone Tails | 390,000 compounds, 0.56% hits | Potency, µM (top dose mostly 114 µM), without a hit: at the highest dose activity change, negative = inhibition, most hits filed as inhibitors | AlphaScreen HP1-beta / biotin-H3K9me3 peptide binding | Chromobox protein homolog 1 (Homo sapiens), P83916; also: potency is read from the fitted curve at half-maximal effect; nearly all actives have a fitted effect of over 70% in size; inactives centre near 23
Target sequence (P83916 whole entry, looked up): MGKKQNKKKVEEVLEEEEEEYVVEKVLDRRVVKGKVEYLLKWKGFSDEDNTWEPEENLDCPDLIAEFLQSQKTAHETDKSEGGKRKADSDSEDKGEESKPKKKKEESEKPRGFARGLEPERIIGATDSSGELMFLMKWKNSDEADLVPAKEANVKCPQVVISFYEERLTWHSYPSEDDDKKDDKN
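AlphaScreen: HP1-beta (50 nM) preformed 30 min with biotin-H3(1-18)K9me3 peptide (50 nM) in PBS pH 7.4, 0.01% Tween-20. Compound added for 30 min at RT, then streptavidin donor/nickel chelate acceptor beads (10 ug/mL) for 30 min.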
TrxR1 inh: qHTS Assay for Inhibitors of Mammalian Selenoprotein Thioredoxin Reductase 1 (TrxR1): qHTS | 390,000 compounds, 1% hits | AID 588453, 2011 | Potency, µM (series often up to 114 µM), for inactives: at the highest dose activity change, negative = inhibition, actives largely listed as inhibitors | recombinant rTrxR1, NADPH fluorescence consumption, selenite substrate; also: potency is read from the fitted curve at half-maximal effect; % is scaled to controls: 0 for no effect and ±100 for the full control effect; nearly all actives have a fitted effect of over 65% in size
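Rat TrxR1 (90 nM in the dispensed reagent) was pre-reduced with 400 uM NADPH for 5 min at room temperature, then incubated with compound for 15 min. After 400 uM selenite was added, NADPH fluorescence (Ex 340/Em 450 nm) was followed for 8 min.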
Starred values were filed as active, the others as inactive; i = inactive; u = inconclusive; & = joins results of further samples; [ ] = dose if it differs, or a comment. Unless noted, calls follow the shape of the dose curve; as a rule, active = well fitted curve in the direction sought with a large enough effect; inconclusive = small, poorly fitted or top-dose-only effect, or another doubt; inactive = no such curve, though single readings can be large; an effect the other way counts as inactive or inconclusive.

SMILES	USP1-UAF1 inh	TrxR1 substrate	mIDH1 inhibitor	PGK inhibitor	GLS inhibitor	PI4K2A inh	Pin1 inhibitor	HP1b chromo inh	TrxR1 inh
O=C(Oc1cccc(N2C(=O)CCC2=O)c1)C1CC(=O)N(c2ccc(Br)cc2)C1 (centres undefined)	u	14%	8%	5%	4%	4	-3%	11%	-17%
CCn1c(SCC(=O)Nc2nc(C)c(C(=O)OC)s2)nnc1C(C)C	-12%	-1%	8%	i	-4%	0	-2%	36%	3%
CC(=NNC(=S)N1CCN(c2ccccn2)CC1)c1nccs1	-21%	-13%	4%	i	17%	20	35%[activator]	u	-29%
Cc1ccc(CNC(=O)CSc2nc3c(sc4ccccc43)c(=O)n2CCCOC(C)C)cc1	-21%	-3%[57.1 µM]	-15%	-1%	12%	1	2%	16%	12%[57.1 µM]
O=C(COC(=O)C12CC3CC(CC(C3)C1)C2)NCc1ccco1	-2%	9%&6%	4%	-3%	0%	-3	u	-3%&-2%	-8%&6%
COc1cccc2sc(N3CCN(C(=O)c4ccco4)CC3)nc12	-15%	4%	7%	0%	-6%	-1	2%	7%	-2%
COc1ccccc1NCCC(=O)OCC(=O)Nc1ccccc1F	-16%	-3%	4%	0%	30%[activator]	0	3%	6%	8%
O=C(COc1ccc(Br)cc1Br)NNC(=O)c1cccs1	-21%	6%[57.1 µM]	14%	7%	-2%	2	10%	11%	18%[57.1 µM]
Cc1ccc(NC(=O)c2ccc3snnc3c2)cc1Cl	u	-6%	11%	-8%	4%	14	2%	40%	-9%
Nc1nc(Sc2ncccc2[N+](=O)[O-])n[nH]1	-22%	0%	3%	-7%	-2%	8	-8%	29%	16%
COc1cc(NC(=O)CSc2nc3c(c(=O)n(C)c(=O)n3C)n2C)cc(OC)c1	-15%	5%[57.1 µM]	-5%	-6%	-9%	-2	6%	44%[activator]	15%[57.1 µM]
NC(=O)CSc1nnc(Cn2cnc3ccccc32)o1	-7%	-14%	-9%	2%	0%	-1	0%	45%[activator]	-21%
CCc1ccc(CNC(=O)c2cc3ccccn3n2)cc1	-16%	0%[57.1 µM]	25%	-2%	-12%	3	0%	12%	-2%[57.1 µM]
O=C(O)c1ccc(COc2ccc3ccccc3c2/C=C2/NC(=O)N(c3ccccc3)C2=O)cc1	-3%	-5%	6%	0%	1%	-7	-19%	8%	-8%
CC(=O)Nc1ccc(NC(=O)C/C(C)=N/NC(=O)c2cccc3ccccc23)cc1	-7%	4%[57.1 µM]	-1%	-8%	6%	0	0%	12%	-6%[57.1 µM]
COCC(=O)Nc1nc2n(n1)C(c1ccc(OC)cc1)CC(c1ccc(OC)cc1)N2 (centres undefined)	-13%	2%	-3%	-10%	4%	0	-5%	14%	9%
COc1ccc(CCNC(=O)COC(=O)c2cc(S(=O)(=O)N3CCOCC3)ccc2C)cc1OC	-7%	5%[11.4 µM]	7%	-3%	-2%	1	-8%	37%	7%[11.4 µM]
CCC(Oc1ccccc1)C(=O)Nc1ccc(OCc2cc(=O)n3ccc(C)cc3n2)cc1 (centres undefined)	-1%	3%[57.1 µM]	6%	-1%	7%	-3	-6%	27%[57 µM]	8%[57.1 µM]
c1cncc(-c2nc(NCCCn3ccnc3)c3ccccc3n2)c1	-20%	-13%[57.1 µM]	1%	-8%	-1%	2	-4%	21%	24%[57.1 µM]
Fc1ccccc1C1CCN(Cc2nc(COc3ccccc3)no2)C1 (centres undefined)	-22%	-2%	1%	-9%	-3%	-7	9%	61%[activator]	-7%
COc1ccc(N2CCN(C(=O)c3ccc(CS(=O)Cc4ccc(Cl)cc4)o3)CC2)cc1 (centres undefined)	-17%	-6%	-8%	-9%	25%	-5	-6%	-6%	-2%
CC1=C(C)CS(=O)N(S(=O)(=O)c2ccccc2)C1 (centres undefined)	-17%	-1%[57.1 µM]	-13%	-9%	2%	-13	5%	30%	31%[57.1 µM]
CN(CC(=O)Nc1ccccc1Br)C(=O)CNC(=O)C1CCCCC1	-23%	6%	-1%	i	3%	-1	0%	51%[activator]	29%
COC(=O)CCC(=O)Nc1ccc(Br)cc1	-20%	-8%[57.1 µM]	7%	i	-6%	-1	-9%	31%	9%[57.1 µM]
O=C(COC(=O)C1=NN(c2ccccc2)C(=O)CC1)NCc1ccccc1Cl	-12%	0%	1%	-1%	-6%	1	u	30%	9%

Further compounds follow.
SMILES	USP1-UAF1 inh	TrxR1 substrate	mIDH1 inhibitor	PGK inhibitor	GLS inhibitor	PI4K2A inh	Pin1 inhibitor	HP1b chromo inh	TrxR1 inh
O=C(Cn1c(SCC(=O)Nc2ccc(F)cc2)nc2ccccc21)NCc1ccc(F)cc1	-24%	9%[57.1 µM]	-18%	-2%	-4%	-2	2%	53%[activator]	19%[57.1 µM]
CN(CCN1CCOCC1)C(=O)CC1C(=O)NCCN1Cc1ccccc1F (centres undefined)	-9%	7%	-4%	4%	0%	9	-13%	20%	-4%
Cc1cccc(OCC(=O)Nc2ccccc2F)c1	-13%	-3%	15%	-7%	-18%	1	-1%	48%[activator]	13%
CC1=C(C(=O)OCC(C)C)C(c2cccs2)NC(=S)N1 (centres undefined)	-10%	-13%	3%	i	19%	-5	1%	24%	-16%
C#CCOCCOCCOCCNc1nc(N2CCN(C(=O)CCCCCCCCCCNC(=O)[C@H]([C@@H](C)CC)n3cc(CCCCCN)nn3)CC2)nc(N2CCN(C(=O)CCCCCCCCCCNC(=O)[C@H](CCCCN)n3cc(CCCC(=O)O)nn3)CC2)n1	-15%	-10%[57.1 µM]	8%	-6%	-15%	-3	5%	11%	38%[activator][57.1 µM]
COc1cc2c(cc1O)C(SC)=NC(C)(C)C2	-16%	-8%	-2%	3%	23%	1	-11%	75%[activator]	u
C[C@H](NS(=O)(=O)c1ccc(Cl)cc1)C(=O)OCC(=O)NC(=O)Nc1ccc2c(c1)OCCO2	-20%	1%	0%	-6%	1%	-1	u	20%	16%
O=C(CCCN1CCc2[nH]c3ccc(F)cc3c2C1)c1ccc(F)cc1	-12%	0%	22%	2%	-2%	-26	5%	-6%[57 µM]	11%
Cc1c([N+](=O)[O-])cc(C(=O)NCc2ccc(F)cc2)cc1[N+](=O)[O-]	-16%	-4%	2%	i	-4%	-1	2%	-11%	12%
O=C(Nc1ccccc1)c1ccccc1NC(=O)C(F)(F)F	2%	-5%	0%	-8%	-4%	-4	-5%	26%	13%
CCOC(=O)c1ccccc1NC(=O)CSc1nc2ncccc2[nH]1	-9%	-2%	-14%	0%	3%	0	17%	40%[activator]	9%
COc1ccc(C2=Nc3ccccc3C2(O)CCN2C(=O)c3ccccc3C2=O)cc1 (centres undefined)	-11%	-12%	-7%	-4%	17%	-4	1%	15%	-9%
CCCNc1ccc(C(=O)OCC)cc1[N+](=O)[O-]	-18%	-5%[57.1 µM]	9%	-4%	-9%	2	7%	u	7%[57.1 µM]
CCN(CC)C(=O)COC(=O)c1cc(-c2ccc(OC)cc2)nc2ccccc12	-11%	53%[activator]	0%	-4%	3%	1	42%[activator]	78%[activator]	32%
Nc1nnc(-c2ccccc2F)s1	-8%	8%	-1%	-10%	-9%	5	3%	18%	4%
O=C(/C=C/c1ccccc1[N+](=O)[O-])N1CCCCC1	-18%	-2%	16%	i	-4%	1	-19%	17%	7%
Cc1ccc(C(=O)CC(SCC(=O)O)c2ccc([N+](=O)[O-])cc2)cc1 (centres undefined)	-15%	6%	6%	-10%	-2%	8	23%	50µM*	-9%
COc1ccc(-n2nc(C(=O)NCC(=O)N3CCCC(C)C3)c3ccccc3c2=O)cc1 (centres undefined)	-8%	-4%	-1%	-2%	-16%	1	6%	12%	5%
Cc1ccc(C(=O)O)cc1-n1c(C)ccc1-c1ccccc1	-5%	13%	-12%	-9%	32%[activator]	-4	-1%	-5%	-28%
CCN(CC)P(=O)(Nc1ccc([N+](=O)[O-])cc1)c1c(C)nn(CCC#N)c1NC(=O)c1ccc(Cl)cc1 (centres undefined)	-19%	-12%	-16%	-5%	-5%	1	4%	-23%	-3%
N#C/C(=C\c1ccc(O)cc1)C(=O)NCc1cccc(Cl)c1	-24%	-21%	0%	-1%	6%	-5	0%	22%	u

Limited to PI4K2A inh, for some of the entries so far:
molecule | PI4K2A inh
N#C/C(=C\c1ccc(O)cc1)C(=O)NCc1cccc(Cl)c1 | -5
O=C(/C=C/c1ccccc1[N+](=O)[O-])N1CCCCC1 | 1

An excerpt; rates above refer to the full screens.
